HTR5A ag ctr: counter-screen for OPRM1-OPRD1 agonists: human HTR5A agonism; P47898; HTR5A agonist assay, luminescence, cell-based; activation, % at 9.3 µM; actives 0.61% (n = 340,000); AID 504692; in the data active means activation mostly above about 9.5%, no sharp cut-off; inactive means mostly below about 7.6%;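 further: 0% = cells with vehicle only and 100% = reference agonist; strong numbers were not always called active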
Target sequence (P47898 whole entry, looked up): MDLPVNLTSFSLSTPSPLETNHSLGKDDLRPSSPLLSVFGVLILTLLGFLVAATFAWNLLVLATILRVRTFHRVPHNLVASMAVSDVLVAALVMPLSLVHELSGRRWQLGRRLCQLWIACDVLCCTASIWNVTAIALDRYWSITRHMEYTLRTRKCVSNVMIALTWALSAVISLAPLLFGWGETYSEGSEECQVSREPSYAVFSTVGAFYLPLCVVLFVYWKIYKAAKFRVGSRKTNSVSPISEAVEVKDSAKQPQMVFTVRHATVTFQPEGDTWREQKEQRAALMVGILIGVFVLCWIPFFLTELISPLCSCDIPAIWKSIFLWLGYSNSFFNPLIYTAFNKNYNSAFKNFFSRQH
HTR5A inv ctr: counter-screen for OPRM1-OPRD1 inverse agonists: human HTR5A inverse agonism; HTR5A cell line, luminescence; actives 0.083% (n = 340,000); AID 504634; P47898; inhibition, % at 9.3 µM; in the data active means inhibition mostly above about 23%, no sharp cut-off; inactive means mostly below about 18%;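 further: 0% = cells with DMSO and 100% = no-cell wells with DMSO; some compounds called inactive have numbers as strong as hits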
V-ATPase pH: yeast V-ATPase proton transport regulation by pHLuorin. actives 0.37% (n = 350,000). response, % at 10 µM. S. cerevisiae, pHLuorin cytosolic pH fluorescence. AID 504577; in the data active means response mostly above about 7.3%, no sharp cut-off; inactive means mostly below about 5.4%; further: actives read high; inactives centre near 0; some compounds called inactive have numbers as strong as hits; reference of the scale not given here
LANA DNA inh: inhibitors of KSHV LANA C-terminal domain DNA binding. MBP-C-LANA/FAM-LBS DNA binding, fluorescence polarization. inhibition, % at 9 µM. actives 0.078% (n = 340,000);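 active means highest replicate inhibition at or above 60% at 9 µM, even if other replicates fall short; inactive means all replicates below 60% inhibition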;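 further: 0% = neutral control wells and 100% = 4 µM acridine orange control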
MOR-DOR inv ag: mu-delta opioid heterodimer inverse agonism | P35372+P41143 | cell-based MOR-DOR heterodimer luminescence | inhibition, % at 9.3 µM | actives 0.21% (n = 340,000); in the data active means inhibition above about 22%, passing the limit was not always enough;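 further: 0% = cells with DMSO and 100% = wells without cells with DMSO; values of inactives mirror those of a sister screen read the other way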
CAL-PDZ inh HTS: CAL PDZ (human) peptide binding inhibition; inhibition, % at 24.9 µM; AID 602252; actives 0.92% (n = 300,000); purified CAL PDZ, TMR-peptide fluorescence polarization, 1 h;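 active means mean inhibition of at least 30% with at least half of replicates also reaching 30%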;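 further: 0% = DMSO neutral control and 100% = excess unlabeled competitor peptide PRC23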
cardiac RTF act: increases calcium sensitivity of human cardiac regulated thin filaments | IANBD-labeled TnC RTF fluorescence at EC20 calcium; 0% EC20 calcium, 100% full calcium | P19429+P45379 | actives 0.24% (n = 340,000) | activation, % at 7.2 µM;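 active means activation above the mean over all tested compounds plus 3 SD, cut at about 30% in these data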;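 further: rise in fluorescence read as greater calcium sensitivity of cardiac thin filaments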
MOR-DOR ag: OPRM1-OPRD1 heterodimerization agonism | activation, % at 9.3 µM | actives 0.3% (n = 340,000) | P35372+P41143 | cells, luminescence; in the data active means activation above about 18%;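 further: 0% = vehicle-treated cells and 100% = reference agonist; values of inactives mirror those of a sister screen read the other way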
Cardiac RTF inh: cardiac RTF calcium desensitization. P19429+P45379. IANBD-labeled cardiac RTF, Ca2+ fluorescence. inhibition, % at 7.15 µM. actives 0.12% (n = 340,000);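 active means inhibition above the mean inhibition of all tested compounds plus 3 SD, cut at about 17% in these data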;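 further: assay run at fixed EC70 calcium of 1.6 mM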
Keap1 Nrf2 FP: Keap1-Nrf2 (human) interaction inhibition; Q14145; Keap1 Kelch-Nrf2 peptide fluorescence polarization, 1536-well; inhibition, % at 9.4 µM; actives 0.15% (n = 340,000); in the data active means inhibition above about 12%;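 further: human Keap1 Kelch domain with fluorescein labeled Nrf2 9mer peptide probe; 0% = neutral control wells and 100% = peptide positive control; higher means more block of Keap1 binding to Nrf2 peptide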
Target sequence (Q14145 whole entry, looked up, the tested form may be a part): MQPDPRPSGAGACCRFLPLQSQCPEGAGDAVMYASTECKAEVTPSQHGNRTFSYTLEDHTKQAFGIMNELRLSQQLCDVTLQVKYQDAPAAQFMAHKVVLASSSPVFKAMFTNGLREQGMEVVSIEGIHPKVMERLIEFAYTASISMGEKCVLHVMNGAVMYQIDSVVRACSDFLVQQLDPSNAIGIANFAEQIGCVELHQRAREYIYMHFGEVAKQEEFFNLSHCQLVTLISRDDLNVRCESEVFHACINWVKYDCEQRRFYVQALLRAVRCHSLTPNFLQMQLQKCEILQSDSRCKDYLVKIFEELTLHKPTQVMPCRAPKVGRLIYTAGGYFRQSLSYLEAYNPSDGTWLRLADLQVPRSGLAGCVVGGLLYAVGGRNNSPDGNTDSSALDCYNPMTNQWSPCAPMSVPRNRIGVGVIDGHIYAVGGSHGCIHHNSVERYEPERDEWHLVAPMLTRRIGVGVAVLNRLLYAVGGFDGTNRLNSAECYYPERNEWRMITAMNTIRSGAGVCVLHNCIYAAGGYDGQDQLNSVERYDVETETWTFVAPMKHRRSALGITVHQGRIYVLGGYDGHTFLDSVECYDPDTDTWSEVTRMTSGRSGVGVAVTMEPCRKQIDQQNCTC
* = called active by the depositor; x = no result given.

SMILES | HTR5A inv ctr | cardiac RTF act | LANA DNA inh | MOR-DOR ag | CAL-PDZ inh HTS | HTR5A ag ctr | V-ATPase pH | Cardiac RTF inh | Keap1 Nrf2 FP | MOR-DOR inv ag
CCOC(=O)C1=C(C)N=C2SC(C)C(=O)N2C1c1ccc(OC(C)=O)c(OC)c1 (configuration not stated) | 9 | -7 | -0.5 | -0.9 | -1 | -7 | 1 | -5 | -2 | 5
CCc1cccc2c(C(=O)COC(=O)c3ccccc3)c[nH]c12 | -21 | -2 | 1.8 | -0.7 | 6 | 8 | -4 | -37 | -5 | 4
CC(OC(=O)c1cccc(-n2cnnn2)c1)C(=O)Nc1cccc(Cl)c1 (configuration not stated) | -6 | -3 | -0.2 | 3.4 | -3 | 5 | 3 | 3 | 1 | -17
CCOC(=O)C1CCCN(C(=O)CS(=O)(=O)Cc2ccccc2)C1 (configuration not stated) | -17 | -2 | 0.3 | -0.9 | -2 | 2 | -6 | 5 | 4 | 6
CCc1nc2ccc(F)cc2c(C(=O)NC2CCCCC2C)c1C (configuration not stated) | 4 | 1 | 1.3 | -3.0 | -4 | -2 | -1 | -7 | -8 | 13
CCOc1ccc2oc(-c3ccccc3)c(C(=O)N3CCN(CCO)CC3)c2c1 | 13 | -7 | 0.4 | -1.2 | -3 | -2 | -1 | 0 | 6 | 6
COc1ccc(C(=O)C(C)OC(=O)CNC(=O)c2ccco2)cc1 (configuration not stated) | 20 | 0 | 1.2 | 0.2 | 8 | -7 | -3 | -3 | -7 | -1
O=C(CCS(=O)(=O)c1ccc(Cl)cc1)Nc1ccccc1Br | 7 | 6 | -3.9 | -1.2 | 2 | -2 | 1 | -10 | -2 | 5
COc1ccc(C2C(C#N)=C(C)NC3=C2C(=O)CC(C)(C)C3)cc1 (configuration not stated) | 9 | 4 | 0.0 | 0.5 | -4 | 3 | 4 | -6 | -5 | -3
CSc1cnc2c(=O)n(C)c(=O)[nH]c2n1 | 1 | 6 | -4.4 | -0.6 | -5 | 0 | -1 | -1 | -1 | 4
O=C(NNC(=O)c1cccc(C(F)(F)F)c1)c1ccncc1 | 2 | 5 | -1.5 | -3.0 | -7 | -1 | 4 | -4 | 4 | 14
Cc1cc(=O)oc2c3c(cc(OCC(=O)NCC4CCC(C(=O)O)CC4)c12)OC(C)(C)CC3 (configuration not stated) | -6 | 3 | -0.2 | -0.8 | -5 | 8 | -1 | 1 | -3 | 4
CCOC(=O)C1CCCN(c2c(NCCc3ccccc3)c(=O)c2=O)C1 (configuration not stated) | -12 | 0 | -2.5 | 0.8 | -2 | 0 | -1 | -9 | -2 | -4
Fc1cccc(NC(=S)NC2CCCCCCC2)c1 | -39 | 3 | 0.6 | 0.2 | x | 16 | 2 | -1 | -4 | -1
Cc1cc(C)c2oc(-c3ccc(C)c(NC(=S)NC(=O)c4cccs4)c3)nc2c1 | -14 | 1 | 0.2 | -3.7 | 4 | 5 | 2 | 2 | 0 | 20
CN1CCN(S(=O)(=O)c2cccc(C(=O)Nc3ccccc3N3CCCC3)c2)CC1 | 0 | -3 | 0.2 | -2.2 | -3 | 2 | -1 | 4 | -1 | 11
CN1/C(=C\C(=O)COC(=O)CN2C(=O)C3CC=CCC3C2=O)C(C)(C)c2ccccc21 (configuration not stated) | -16 | 14 | -0.6 | -0.1 | -3 | 2 | 3 | 1 | 1 | 0
CCC1C(=O)NCCN1C(=O)c1cccc(OC2CCN(S(=O)(=O)N(C)C)CC2)c1 (configuration not stated) | -16 | 0 | -0.5 | -1.6 | -3 | -3 | -4 | -3 | -2 | 8
O=C(Nc1ccc(Br)cc1)c1cc([N+](=O)[O-])cc([N+](=O)[O-])c1 | -8 | 1 | -1.3 | 22* | 4 | 4 | 0 | -3 | -3 | -124
CCC(=O)N=c1sc2ccccc2n1-c1ccccc1 | 18 | -2 | 0.6 | -0.2 | 1 | -7 | -2 | 1 | -6 | 1

SMILES | HTR5A inv ctr | cardiac RTF act | LANA DNA inh | MOR-DOR ag | CAL-PDZ inh HTS | HTR5A ag ctr | V-ATPase pH | Cardiac RTF inh | Keap1 Nrf2 FP | MOR-DOR inv ag
O=C(CCn1c(=O)[nH]c2ccsc2c1=O)NCc1ccc(F)cc1 | -2 | -3 | 0.6 | -3.2 | -6 | 1 | 0 | 9 | 2 | 17
COc1ccc(-c2cc(C(F)(F)F)c3c(N)c(C(=O)NCCSC)sc3n2)cc1 | 14 | 63* | 53 | 0.9 | 0 | 8 | -5 | -77 | 29* | -4
Cc1c(N2C(=O)CSC23C(=O)Nc2ccccc23)c(=O)n(-c2ccccc2)n1C (configuration not stated) | -12 | 1 | 0.4 | 1.2 | -6 | 5 | 3 | 5 | 2 | -7
O=C(CN1CCCCC1)NCCNc1ccc(C(F)(F)F)cc1[N+](=O)[O-] | -7 | 4 | -1.1 | 0.0 | -2 | 2 | -1 | 15 | -1 | 0
O=C(NCc1cccnc1)C1CCN(S(=O)(=O)c2cc([N+](=O)[O-])ccc2Cl)CC1 | -7 | -4 | -0.7 | 4.8 | -1 | 2 | 0 | -3 | -6 | -21
CC1C=CCC2C(=O)N(c3cccc(C(=O)Nc4ccc(Br)cc4)c3)C(=O)C12 (configuration not stated) | -4 | -6 | -1.9 | 1.2 | -4 | 4 | -3 | 5 | -6 | -8
CCn1c(-c2ccsc2)nc2c1c(=O)[nH]c(=O)n2Cc1ccccc1 | 0 | 6 | 0.2 | -0.8 | -3 | -2 | 1 | -2 | -3 | 4
O=C(Cn1nc(-c2ccccc2)c2ccccc2c1=O)Nc1ccc(F)cc1 | -51 | -1 | 0.9 | -2.2 | x | -6 | 2 | -18 | 1 | 11
CCOC(=O)C(CCCP(=O)(c1ccccc1)c1ccccc1)(NC(C)=O)C(=O)OCC | 19 | 2 | 0.2 | -2.4 | 7 | 1 | 0 | -11 | -4 | 12
N#CCSc1nc2c(c(=O)n1Cc1ccco1)C1(CCCC1)Cc1ccccc1-2 | -19 | -2 | 0.7 | -0.4 | 0 | -4 | 0 | 6 | -4 | 2
CCNC(=O)CC1C(=O)N(c2ccccc2)C(=O)N1Cc1ccc(OC)cc1 (configuration not stated) | -6 | -7 | -2.3 | -1.4 | x | -6 | 1 | -5 | -1 | 8
O=C(CSc1ccc(-c2ccccc2)nn1)N1CCOCC1 | 0 | -1 | 0.8 | -3.5 | 13 | 1 | -4 | -4 | -3 | 18
O=C(NCc1cccs1)C1CCN(S(=O)(=O)N2CCCC2)CC1 | -2 | 1 | -0.2 | -0.2 | -4 | 1 | 1 | 3 | 0 | 1
Cc1ccsc1C1Nc2ccc3ncccc3c2C2=C1C(=O)CCC2 (configuration not stated) | -20 | 4 | -0.8 | -1.5 | -12 | -3 | -3 | -4 | 0 | 9
COc1ccc(C(C)=O)cc1CN1C(=O)NC(c2ccccc2)(c2ccccc2)C1=O | 4 | -2 | -0.8 | 1.9 | -1 | -3 | 1 | -2 | -6 | -16
Cn1nc(C(F)(F)F)c(C(=O)Nc2ccc(F)cc2F)c1Oc1cccc(Cl)c1 | -13 | 6 | -0.4 | 0.9 | x | 4 | 2 | -9 | -8 | -5
CNC(=O)CSc1nnc(COc2ccc(Cl)cc2)n1CCOC | 29 | -10 | -0.4 | -0.8 | -1 | -1 | 0 | -7 | -2 | 5
COc1ccc(C(=O)N/C(=C/c2cccnc2)C(=O)N2CCOCC2)cc1OC | 15 | 0 | -2.4 | -2.6 | 2 | -6 | 1 | -6 | 3 | 13
NC(=O)NN=C(C1CC1)C1CC1 | -13 | 0 | -0.2 | -3.4 | -4 | 3 | 0 | 0 | -2 | 15
N#Cc1sc2nc(-c3cccs3)cc(-c3ccc(Cl)cc3)c2c1N | -25 | 5 | 1.2 | -0.7 | 0 | 6 | 6 | -5 | -1 | 4

Full records, looked up by structure. Order of screens: HTR5A inv ctr | cardiac RTF act | LANA DNA inh | MOR-DOR ag | CAL-PDZ inh HTS | HTR5A ag ctr | V-ATPase pH | Cardiac RTF inh | Keap1 Nrf2 FP | MOR-DOR inv ag
Record of `CC(OC(=O)c1cccc(-n2cnnn2)c1)C(=O)Nc1cccc(Cl)c1` (configuration not stated) : -6 | -3 | -0.2 | 3.4 | -3 | 5 | 3 | 3 | 1 | -17
Record of `CCOC(=O)C1CCCN(C(=O)CS(=O)(=O)Cc2ccccc2)C1` (configuration not stated) : -17 | -2 | 0.3 | -0.9 | -2 | 2 | -6 | 5 | 4 | 6

(continued)
SMILES | HTR5A inv ctr | cardiac RTF act | LANA DNA inh | MOR-DOR ag | CAL-PDZ inh HTS | HTR5A ag ctr | V-ATPase pH | Cardiac RTF inh | Keap1 Nrf2 FP | MOR-DOR inv ag
CCCCN(C)S(=O)(=O)c1ccc(C(=O)N=c2sc3cc(NC(C)=O)ccc3n2C)cc1 | -6 | -4 | 0.1 | -2.2 | x | -2 | -38 | -8 | -8 | 12
CSc1nc(O)c(C(c2ccccc2Cl)c2c(O)nc(SC)[nH]c2=O)c(=O)[nH]1 | -18 | 7 | 0.7 | -0.8 | -1 | 5 | -1 | -13 | -2 | 4
CN(CCOc1ccccc1)S(=O)(=O)c1ccccc1C#N | 12 | -2 | 0.3 | -4.8 | 5 | -2 | 1 | -1 | 1 | 18
O=S1(=O)C=CC(Sc2nc3ccccc3[nH]2)C1 (configuration not stated) | -8 | -2 | -1.8 | -0.7 | -1 | 4 | 0 | -11 | -2 | 3
CCC1CCCN1Cn1cnc2c([nH]c3ccc(C)cc32)c1=O (configuration not stated) | -43 | 3 | -0.1 | -2.5 | x | 2 | 0 | 1 | 1 | 14
c1ccc(C2CCC(N3CCN(c4ccccc4)CC3)CC2)cc1 (configuration not stated) | -18 | -2 | -0.5 | 3.1 | -4 | 5 | -3 | -2 | 4 | -15
O=C1CSC(=S)N1c1cccc(Cl)c1 | -10 | -1 | -3.5 | -0.6 | -3 | 3 | 3 | -10 | 5 | 3
CCc1ccc(C2CC(=O)Nc3c2c(=O)nc2c(C)cccn32)cc1 (configuration not stated) | 22 | -3 | -0.5 | -3.0 | -3 | 1 | -2 | -1 | 0 | 14
CCc1c(-c2ccccc2)[n+](=O)c2c(n1[O-])CCC2 | -14 | 3 | 4.3 | -1.3 | x | -2 | -1 | -2 | -3 | 7
CC(NC(=O)C(c1ccccc1)c1ccccc1)C(=O)O (configuration not stated) | -7 | 2 | 0.3 | -0.4 | -1 | 0 | -1 | -5 | -5 | 2
CC1=C([N+](=O)[O-])C(c2ccccc2Cl)NC(=O)N1C (configuration not stated) | 11 | -3 | -1.9 | -2.8 | x | -3 | 1 | -15 | 0 | 13
COc1ccc(NC(=O)Nc2ccc(Cc3ccncc3)cc2)cc1OC | -22 | 1 | 0.6 | -0.8 | -8 | 7 | 3 | -2 | -1 | 4
Cc1ccc(N(C(=O)Cn2nnc3ccccc32)C(C(=O)NCc2ccccc2)c2ccccn2)cc1 (configuration not stated) | -18 | 3 | -1.1 | -3.7 | -5 | -3 | -1 | 10 | 1 | 17
Cc1cc(C(=O)COC(=O)c2ccc[nH]c2=O)c(C)n1C1CC1 | 1 | -2 | 0.1 | -1.1 | -1 | 0 | 0 | -12 | 0 | 7
c1csc(Cc2nc(-c3ccc(-n4cccc4)cc3)no2)c1 | -24 | 3 | 0.9 | 0.2 | x | 9 | 5 | -3 | -7 | -1
COC(=O)c1cccnc1NC(=S)NC1CCCCC1 | 3 | 2 | 0.3 | 1.1 | -4 | -1 | 3 | -2 | 1 | -5

Compounds as they come, and some 2.8% of all compounds hit somewhere here.
